NR1D1 modulator: modulators of Rev-erb alpha DNA binding, primary screen, biochemical, FITC-DNA, fluorescence polarization, uHTS; Rev-erbα–FITC-DNA binding, 90 min; activity, % at 10 µM; 0.79% of 370,000 active; AID 1259318, 2017;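 active = activity above about 14%, limit read from the data; passing the limit was not always enough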;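 also: 0% = DMSO wells with 35 nM protein and 100% = DMSO wells with 750 nM protein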
Target sequence (P20393 whole entry, looked up): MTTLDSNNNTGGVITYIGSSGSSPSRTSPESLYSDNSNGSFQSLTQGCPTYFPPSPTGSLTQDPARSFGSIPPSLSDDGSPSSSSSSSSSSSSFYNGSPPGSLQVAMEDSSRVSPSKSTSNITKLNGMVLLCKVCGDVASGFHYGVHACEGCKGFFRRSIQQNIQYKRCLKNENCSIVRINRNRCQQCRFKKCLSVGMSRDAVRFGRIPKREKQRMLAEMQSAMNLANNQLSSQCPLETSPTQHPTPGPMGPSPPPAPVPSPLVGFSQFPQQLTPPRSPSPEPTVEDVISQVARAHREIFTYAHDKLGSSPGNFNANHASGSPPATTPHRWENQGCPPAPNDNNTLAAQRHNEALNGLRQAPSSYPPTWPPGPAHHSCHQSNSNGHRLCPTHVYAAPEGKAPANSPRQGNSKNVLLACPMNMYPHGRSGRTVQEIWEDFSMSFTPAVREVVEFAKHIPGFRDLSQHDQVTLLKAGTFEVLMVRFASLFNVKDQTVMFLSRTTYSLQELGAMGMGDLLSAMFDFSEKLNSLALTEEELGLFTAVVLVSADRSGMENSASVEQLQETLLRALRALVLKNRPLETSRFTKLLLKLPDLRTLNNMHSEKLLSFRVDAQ
ABHD4 inh: ABHD4 inhibitors, primary screen, biochemical, fluorescence polarization, mouse | inhibition, % at 8.92 µM | 0.54% of 370,000 active | purified mABHD4, FP-Rh probe fluorescence polarization | (Lyso)-N-acylphosphatidylethanolamine lipase (Mus musculus), Q8VD66 | AID 720543, 2013;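 active = inhibition exceeding the mean over every tested compound plus 3 SD, cut at about 30% in these data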;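 also: 0% = plate median of compound wells and 100% = S159A mutant with DMSO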
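Test system: mABHD4 protein; Read-out basis: % inhibition; Incubation: 45 min + 60 min at 25 °C; Repeats: single replicate; Technique: fluorescence polarization with parallel and perpendicular emission, 525/598 nm; Compound: 8.92 µM, single dose; Benchmarks: full inhibition S159A mutant plus DMSO, zero as sample-well median.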
GC-B act: human GC-B receptor activators, primary screen, HEK293 GC-B cells, cGMP TR-FRET, EC30 CNP; 0.11% of 370,000 active; activation, % at 10 µM; AID 1920062, 2024; 0% at EC30 CNP, 100% saturating CNP;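 active = activation at 10 µM reaching about 35% in either raw or pattern-adjusted values, limit read from the data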
SMARCA2 act: SMARCA2 (BRM) function activators, primary screen, cell-based, luminescence, high throughput | AID 652017, 2013 | 1% of 370,000 active | MG213 cells, MMTV-luciferase reporter, dexamethasone, overnight | activation, % at 9.1 µM; in the data active = activation above about 7.8%;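 also: 0% = vehicle wells and 100% = reference activator wells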
HTRA1 inh: HTRA1 serine protease inhibitors, primary screen, biochemical, fluorescence polarization, HTS; 0.5% of 340,000 active; recombinant HTRA1, FP-rhodamine activity-based probe; AID 504803, 2011; inhibition, % at 5.96 µM; in the data active = inhibition above about 36%;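 also: 0% = enzyme with DMSO and 100% = wells lacking enzyme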
Target sequence (Q92743 whole entry, looked up): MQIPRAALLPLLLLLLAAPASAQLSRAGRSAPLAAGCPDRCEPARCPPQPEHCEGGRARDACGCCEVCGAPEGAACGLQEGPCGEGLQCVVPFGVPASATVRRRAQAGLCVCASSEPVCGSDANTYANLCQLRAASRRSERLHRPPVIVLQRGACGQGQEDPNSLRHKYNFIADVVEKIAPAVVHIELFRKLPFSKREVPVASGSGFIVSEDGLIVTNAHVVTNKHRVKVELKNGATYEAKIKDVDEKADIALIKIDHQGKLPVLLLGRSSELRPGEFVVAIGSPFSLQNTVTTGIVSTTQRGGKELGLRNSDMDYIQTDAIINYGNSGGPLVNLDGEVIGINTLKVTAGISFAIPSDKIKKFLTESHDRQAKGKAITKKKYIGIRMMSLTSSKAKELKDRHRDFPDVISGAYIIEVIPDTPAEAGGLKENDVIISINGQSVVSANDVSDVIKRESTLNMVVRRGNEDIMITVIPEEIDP
rCAG binder: binders of r(CAG) RNA repeats, primary screen, biochemical, fluorescence; r(CAG) RNA repeat, TO-PRO-1 dye displacement fluorescence; inhibition, % at 3 µM; 1.3% of 370,000 active;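 active = inhibition above the plate cutoff, the mean of all test compounds on that plate plus 3 SD, cut at about 35% in these data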;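 also: 0% = DMSO alone and 100% = 100 µM mitoxantrone as full dye displacement; higher means more dye released from RNA so lower well fluorescence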
ARFGAP1 inhibitor: inhibitors of rat ARFGAP1 GAP activity, primary screen, biochemical, fluorescence polarization, GDP tracer; inhibition, % at 16.5 µM; AID 651572, 2012; ADP-ribosylation factor GTPase-activating protein 1 (Rattus norvegicus), Q62848; 0.26% of 360,000 active; Arfgap1-stimulated ARF1 GTP hydrolysis, GDP FP detection;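 active = inhibition above a per-plate limit, mean inhibition of low control wells plus 3 SD, cut at about 25% in these data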;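 also: 0% = DMSO wells with enzyme and 100% = wells lacking Arfgap1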
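system = rat Arfgap1 catalytic domain, aa 1-136 | technique = FP, GDP Alexa 633 tracer displaced from anti-GDP antibody, 620/688 nm | compound = one concentration, 16.5 µM, DMSO 1.26% | medium = HEPES-based buffer, pH 7.5 | timing = compound-enzyme preincubation 20 min, reaction 120 min, detection 60 min, 25 °C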
ASAP1 GAP inh: inhibitors of human ASAP1 ArfGAP activity, primary screen, biochemical, fluorescence polarization; 0.19% of 360,000 active; inhibition, % at 16.5 µM; ASAP1-stimulated ARF1 GTP hydrolysis, GDP FP detection; in the data active = inhibition above about 25%;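 also: 0% = vehicle with enzyme and substrate and 100% = no enzyme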
NPR1 activator: GC-A stimulated cGMP production enhancers – HEK293 GC-A cells, cGMP TR-FRET, EC30 ANP, primary screen; Atrial natriuretic peptide receptor 1 (Homo sapiens), P16066; 0% at EC30 ANP, 100% saturating ANP; activation, % at 10 µM; 0.14% of 370,000 active; AID 1671463, 2021; in the data active = activation above about 40%
PG9 Ab binder: binders of HIV-1 gp120 antibody PG9, primary screen, biochemical, TR-FRET; HIV-1 gp120 / PG9 antibody interaction; TR-FRET gp120-PG9 antibody binding; inhibition, % at 6.7 µM; 0.43% of 360,000 active; in the data active = inhibition above about 8.5%
* = called active by the depositor.

For Cc1cccc(NC(=S)N(CCN(C)C)C(C)c2ccco2)c1 (configuration not stated) the results were NR1D1 modulator -6, ABHD4 inh -6, GC-B act -8, SMARCA2 act 0, HTRA1 inh 5, rCAG binder -4, ARFGAP1 inhibitor -2, ASAP1 GAP inh -1, NPR1 activator 2 and PG9 Ab binder -0.6.
`CNc1ncnc2c1ncn2[C@@H]1O[C@H](CO)[C@@H](O)[C@H]1O` gave NR1D1 modulator -9, ABHD4 inh -6, GC-B act -3, SMARCA2 act 8.4*, HTRA1 inh -7, rCAG binder 2, ARFGAP1 inhibitor -1, ASAP1 GAP inh -3, NPR1 activator -1 and PG9 Ab binder 0.5.
For COc1ccccc1-n1c(C)cc(/C=C2/C(=N)N3C(=NC2=O)SN=C3S(C)(=O)=O)c1C the results were NR1D1 modulator 5, ABHD4 inh -14, GC-B act -6, SMARCA2 act 3, HTRA1 inh -26, rCAG binder 80*, ARFGAP1 inhibitor -10, ASAP1 GAP inh 0, NPR1 activator 0 and PG9 Ab binder 0.8.
Screening CC1(C)C[C@H]2C3=CCC4[C@@]5(C)CC[C@H](O)[C@](C)(CO)C5CC[C@@]4(C)[C@]3(C)C[C@H]3O[C@@H]1[C@H](O)[C@]32CO (some centres not stated) returned NR1D1 modulator -4, ABHD4 inh 2, GC-B act 2, SMARCA2 act 2, HTRA1 inh -1, rCAG binder 2, ARFGAP1 inhibitor -8, ASAP1 GAP inh 5, NPR1 activator 1 and PG9 Ab binder -0.3.
`COC(=O)c1cc(OC)c(OC)cc1NC(=O)CSCc1c(C)noc1C` gave NR1D1 modulator -6, ABHD4 inh 2, GC-B act 5, SMARCA2 act 0, HTRA1 inh 5, rCAG binder 0, ARFGAP1 inhibitor 11, ASAP1 GAP inh -18, NPR1 activator -2 and PG9 Ab binder -0.7.
`CC1CCN(CCCCOc2ccc(Br)cc2)CC1` gave NR1D1 modulator -3, ABHD4 inh 11, GC-B act 3, SMARCA2 act -5, HTRA1 inh 3, rCAG binder 0, ARFGAP1 inhibitor 17, ASAP1 GAP inh -13, NPR1 activator 2 and PG9 Ab binder 0.2.
Screening O=c1[nH]c(N/N=C/c2ccc(O)cc2)nc2ccccc12 returned NR1D1 modulator 8, ABHD4 inh 11, GC-B act -15, SMARCA2 act 3, HTRA1 inh 11, rCAG binder 24, ARFGAP1 inhibitor 12, ASAP1 GAP inh 5, NPR1 activator -7 and PG9 Ab binder -1.2.
For CN(Cc1ccccc1)C(=O)c1ccc(NC(=O)C2=CSCCO2)cc1 the results were NR1D1 modulator -1, ABHD4 inh 4, GC-B act -4, SMARCA2 act -2, HTRA1 inh 2, rCAG binder -2, ARFGAP1 inhibitor -23, ASAP1 GAP inh -3, NPR1 activator 1 and PG9 Ab binder -1.4.
`Cc1nnc(NC(=O)CSc2nccn2Cc2ccc(F)cc2)s1` gave NR1D1 modulator -5, ABHD4 inh 0, GC-B act 1, SMARCA2 act -2, HTRA1 inh 5, rCAG binder -3, ARFGAP1 inhibitor -9, ASAP1 GAP inh 10, NPR1 activator 1 and PG9 Ab binder -2.6.
`COc1ccc(NS(=O)(=O)c2cccc(C(=O)NNC(=O)c3ccc(=O)[nH]c3)c2)cc1` gave NR1D1 modulator -4, ABHD4 inh 3, GC-B act -5, SMARCA2 act -3, HTRA1 inh 4, rCAG binder 3, ARFGAP1 inhibitor 8, ASAP1 GAP inh 2, NPR1 activator -1 and PG9 Ab binder -1.7.
For COC(=O)c1ccc(/C=C2\SC(=S)N(CCCC(=O)N3CCOCC3)C2=O)cc1 the results were NR1D1 modulator 2, ABHD4 inh 0, GC-B act 0, SMARCA2 act 1, HTRA1 inh 2, rCAG binder -1, ARFGAP1 inhibitor 10, ASAP1 GAP inh 2, NPR1 activator 2 and PG9 Ab binder -2.8.
Screening Cc1ccc(C)c(-n2c(Cc3cc(=O)[nH]c(=O)[nH]3)nnc2SCC(=O)NCC2CCCO2)c1 (configuration not stated) returned NR1D1 modulator -3, ABHD4 inh -2, GC-B act 6, SMARCA2 act -1, HTRA1 inh 12, rCAG binder -2, ARFGAP1 inhibitor 1, ASAP1 GAP inh -4, NPR1 activator 6 and PG9 Ab binder 1.9.
Screening O=C(Nc1c(Cl)cc(Cl)cc1C(=O)NCc1cccnc1)c1ccc(Cl)cc1Cl returned NR1D1 modulator -3, ABHD4 inh -1, GC-B act 0, SMARCA2 act 0, HTRA1 inh 2, rCAG binder 1, ARFGAP1 inhibitor -9, ASAP1 GAP inh -9, NPR1 activator -1 and PG9 Ab binder 1.5.
Screening O=C(Nc1cccc(-n2cnnn2)c1)c1ccoc1COc1ccc(Cl)cc1 returned NR1D1 modulator 6, ABHD4 inh -32, GC-B act -4, SMARCA2 act -3, HTRA1 inh -68, rCAG binder 15, ARFGAP1 inhibitor 11, ASAP1 GAP inh 8, NPR1 activator 7 and PG9 Ab binder -1.0.
Screening O=S(=O)(c1cccc(-c2nc3n(n2)Cc2ccccc2-3)c1)N1CCCC1 returned NR1D1 modulator 1, ABHD4 inh -5, GC-B act 2, SMARCA2 act 1, HTRA1 inh -6, rCAG binder -1, ARFGAP1 inhibitor -9, ASAP1 GAP inh -8, NPR1 activator 0 and PG9 Ab binder -1.7.
For Fc1ccc(COc2ccc(Cl)cc2/C=N/Nc2nc(N3CCCC3)nc(N3CCCC3)n2)cc1 the results were NR1D1 modulator 0, ABHD4 inh 4, GC-B act 4, SMARCA2 act -2, HTRA1 inh 5, rCAG binder 1, ARFGAP1 inhibitor -12, ASAP1 GAP inh -4, NPR1 activator 0 and PG9 Ab binder 0.9.
For CC(C)NS(=O)(=O)c1ccc(CCC(=O)N2CCCCC2)cc1 the results were NR1D1 modulator -2, ABHD4 inh 0, GC-B act -4, SMARCA2 act 0, HTRA1 inh 2, rCAG binder -4, ARFGAP1 inhibitor -4, ASAP1 GAP inh 4, NPR1 activator -2 and PG9 Ab binder -0.6.
For Cc1cc(C)cc(C(=O)NCCC(=O)NCc2cc(=O)n(C)c(=O)n2C)c1 the results were NR1D1 modulator 3, ABHD4 inh 8, GC-B act 3, SMARCA2 act 1, HTRA1 inh 8, rCAG binder 3, ARFGAP1 inhibitor 5, ASAP1 GAP inh 10, NPR1 activator 0 and PG9 Ab binder -1.3.
For Cc1cccn2c(=O)c3cc(C(N)=S)c(=N)n(CCCN4CCOCC4)c3nc12 the results were NR1D1 modulator -22, ABHD4 inh 0, GC-B act -1, SMARCA2 act 2, HTRA1 inh 14, rCAG binder 3, ARFGAP1 inhibitor 4, ASAP1 GAP inh -2, NPR1 activator 14 and PG9 Ab binder -2.2.
O=C1CN(S(=O)(=O)c2ccc(Cl)cc2)CC(=O)N1CCc1ccccc1 was read as NR1D1 modulator 6, ABHD4 inh 1, GC-B act -3, SMARCA2 act -2, HTRA1 inh -2, rCAG binder -2, ARFGAP1 inhibitor 2, ASAP1 GAP inh -1, NPR1 activator -6 and PG9 Ab binder -1.9.

Brought forward from above: 2 compounds; new compounds follow.
For Cc1cccn2c(=O)c3cc(C(N)=S)c(=N)n(CCCN4CCOCC4)c3nc12 the results were NR1D1 modulator -22, ABHD4 inh 0, GC-B act -1, SMARCA2 act 2, HTRA1 inh 14, rCAG binder 3, ARFGAP1 inhibitor 4, ASAP1 GAP inh -2, NPR1 activator 14 and PG9 Ab binder -2.2.
O=C1CN(S(=O)(=O)c2ccc(Cl)cc2)CC(=O)N1CCc1ccccc1 was read as NR1D1 modulator 6, ABHD4 inh 1, GC-B act -3, SMARCA2 act -2, HTRA1 inh -2, rCAG binder -2, ARFGAP1 inhibitor 2, ASAP1 GAP inh -1, NPR1 activator -6 and PG9 Ab binder -1.9.
COc1ccc(Cl)cc1CN1CCN(c2nc(C)cc(C)c2C#N)CC1 was read as NR1D1 modulator 0, ABHD4 inh 2, GC-B act -13, SMARCA2 act -1, HTRA1 inh -19, rCAG binder -8, ARFGAP1 inhibitor 11, ASAP1 GAP inh 7, NPR1 activator -12 and PG9 Ab binder -1.6.
For Cc1ccc(S(=O)(=O)N2[C@@H](c3ccc4c(c3)OCO4)C(C(=O)O)=C[C@H]2C(C)(C)C)cc1 the results were NR1D1 modulator 1, ABHD4 inh 3, GC-B act 0, SMARCA2 act -2, HTRA1 inh -3, rCAG binder 31, ARFGAP1 inhibitor -18, ASAP1 GAP inh -6, NPR1 activator -1 and PG9 Ab binder 0.3.
COc1ccc(C(CC(=O)c2ccccc2)C2CCCCC2=O)cc1 (configuration not stated) was read as NR1D1 modulator 0, ABHD4 inh -3, GC-B act -22, SMARCA2 act -1, HTRA1 inh -9, rCAG binder 6, ARFGAP1 inhibitor -9, ASAP1 GAP inh 2, NPR1 activator -32 and PG9 Ab binder 0.3.
Screening COc1ccccc1N(CC(O)CN1C(C)CCCC1C)S(=O)(=O)c1ccccc1 (configuration not stated) returned NR1D1 modulator 3, ABHD4 inh -3, GC-B act -2, SMARCA2 act -2, HTRA1 inh -8, rCAG binder 0, ARFGAP1 inhibitor -3, ASAP1 GAP inh -6, NPR1 activator 4 and PG9 Ab binder -2.5.
`COC(=O)COc1ccc(S(=O)(=O)Nc2ccccc2C(=O)OC)cc1` gave NR1D1 modulator 6, ABHD4 inh 2, GC-B act 6, SMARCA2 act 0, HTRA1 inh -2, rCAG binder -5, ARFGAP1 inhibitor -5, ASAP1 GAP inh 2, NPR1 activator 3 and PG9 Ab binder 1.4.
For COc1cc2c(cc1OC)C(COc1ccc(F)cc1)N(C(=O)c1ccco1)CC2 (configuration not stated) the results were NR1D1 modulator 6, ABHD4 inh -9, GC-B act 3, SMARCA2 act -4, HTRA1 inh -11, rCAG binder -3, ARFGAP1 inhibitor -8, ASAP1 GAP inh -4, NPR1 activator 8 and PG9 Ab binder -0.3.
Screening COc1ccccc1/C=C/c1onc(C)c1S(=O)(=O)N1CCC(C(=O)NC(C)C)CC1 returned NR1D1 modulator -1, ABHD4 inh -3, GC-B act -1, SMARCA2 act -3, HTRA1 inh -4, rCAG binder 3, ARFGAP1 inhibitor 4, ASAP1 GAP inh -2, NPR1 activator 12 and PG9 Ab binder -1.0.
`COc1cc(C)ccc1OCC(=O)Nc1nnc(C2CC2)s1` gave NR1D1 modulator 1, ABHD4 inh -12, GC-B act 4, SMARCA2 act 1, HTRA1 inh -1, rCAG binder 4, ARFGAP1 inhibitor -7, ASAP1 GAP inh 20, NPR1 activator -1 and PG9 Ab binder 0.4.
Cc1csc(=O)n1CC(=O)OC(C)C(=O)Nc1ccc(F)c(F)c1F (configuration not stated) was read as NR1D1 modulator 0, ABHD4 inh -4, GC-B act -2, SMARCA2 act 3, HTRA1 inh 4, rCAG binder 0, ARFGAP1 inhibitor 12, ASAP1 GAP inh 17, NPR1 activator -4 and PG9 Ab binder -0.6.

Rows were taken by chance, and some 4.4% of all compounds hit somewhere here.
